High-throughput results from PubChem.
TIM10 inh: growth inhibitors of isogenic TIM10 control yeast, primary screen, counter-screen for tim10-1 yeast inhibitor project, luminescence, uHTS; inhibition, % at 10 µM; S. cerevisiae TIM10 strain growth, BacTiter-Glo luminescence, 24 h; 330,000 tested, 1.4% active;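 active means inhibition of 40% or more at the single tested concentration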;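 further: wild-type TIM10 isogenic control strain grown at permissive 25 °C; 0% = DMSO yeast wells and 100% = minimal medium wells without yeast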
Apaf-1 inh: inhibitors of human Apaf-1 apoptosome, primary screen, biochemical, DEVD-Rh110 fluorescence, uHTS | 330,000 tested, 0.71% active | Apoptotic protease-activating factor 1 (Homo sapiens), O14727 | inhibition, % at 20 µM | reconstituted apoptosome caspase-3 activity; active means inhibition of at least 40% at 20 µM;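 further: plate controls were DMSO wells for no effect and DEVD-CHO caspase inhibitor wells for full effect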
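System: Apoptosome proteins | Medium: Hepes pH 7.5 with detergent and BSA | Also added: Cytochrome c trigger plus (Z-DEVD)2-Rh110 caspase-3 substrate | Incubation: 30 min compound preincubation, 50 min activation, room temperature | Detection: Rhodamine 110 fluorescence at Ex 480/Em 540 nm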
ATG4B inhibitor: ATG4B protease inhibitors, primary screen, biochemical, fluorescence, uHTS. ATG4B cleavage of LC3-PLA2, NBD-HPC fluorescence, 1 h. inhibition, % at 8.33 µM. 340,000 tested, 0.51% active; in the data active means inhibition above about 40%
Target sequence (Q9Y4P1 whole entry, looked up): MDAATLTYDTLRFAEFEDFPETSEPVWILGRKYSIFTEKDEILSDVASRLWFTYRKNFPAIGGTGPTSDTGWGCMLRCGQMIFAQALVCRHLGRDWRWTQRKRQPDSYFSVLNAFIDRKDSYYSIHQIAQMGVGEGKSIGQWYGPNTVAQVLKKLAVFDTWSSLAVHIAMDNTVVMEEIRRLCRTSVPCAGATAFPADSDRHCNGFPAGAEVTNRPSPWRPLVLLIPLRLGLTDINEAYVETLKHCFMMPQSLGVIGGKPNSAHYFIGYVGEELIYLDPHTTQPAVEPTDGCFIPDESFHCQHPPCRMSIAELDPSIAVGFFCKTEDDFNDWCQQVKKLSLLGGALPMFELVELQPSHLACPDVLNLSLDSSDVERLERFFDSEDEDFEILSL
hIAP act: human IAP activators, primary screen, biochemical, luminescence, uHTS. 330,000 tested, 0.16% active. AID 2524, 2010. activation factor at 10 µM. purified human IAP, CDP-Star luminescence, 30 min; stronger effect = higher value; 1 = vehicle-only enzyme, 0 = enzyme-free background;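 active means activation factor of the enzyme at least 2-fold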; further: the source names both 10 and 20 µM as test concentration; values of inactives mirror those of a sister screen read the other way
Target sequence (P09923 whole entry, looked up): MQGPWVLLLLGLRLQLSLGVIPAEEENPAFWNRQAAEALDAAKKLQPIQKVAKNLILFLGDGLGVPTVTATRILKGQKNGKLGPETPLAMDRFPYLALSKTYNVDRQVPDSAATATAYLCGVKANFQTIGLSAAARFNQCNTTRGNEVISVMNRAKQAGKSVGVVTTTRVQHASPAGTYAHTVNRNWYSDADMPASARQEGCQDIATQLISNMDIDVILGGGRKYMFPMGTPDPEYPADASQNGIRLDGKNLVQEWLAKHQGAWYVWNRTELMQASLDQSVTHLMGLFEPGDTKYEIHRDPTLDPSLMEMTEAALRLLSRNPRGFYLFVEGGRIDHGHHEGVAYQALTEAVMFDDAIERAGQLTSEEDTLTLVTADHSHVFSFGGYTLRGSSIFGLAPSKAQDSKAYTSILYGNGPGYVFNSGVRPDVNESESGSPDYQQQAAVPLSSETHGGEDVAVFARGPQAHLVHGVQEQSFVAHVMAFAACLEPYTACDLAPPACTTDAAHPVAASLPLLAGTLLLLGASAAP
NLRP3 yeast inh: NALP3 inflammasome inhibitors in reconstituted yeast, primary screen, luminescence, uHTS; inhibition, % at 10 µM; AID 2825, 2010; Yeast reconstituted NLRP3/ASC/caspase-1, beta-gal luminescence, 24 h; 330,000 tested, 0.39% active;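 active means inhibition of 50% or more; inactive means inhibition below 50%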;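 further: plate controls were induced DMSO wells for no effect and uninduced yeast grown without galactose for full effect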
mIAP inh: inhibitors of mouse IAP, primary screen, biochemical, luminescence, uHTS; 330,000 tested, 0.2% active; inhibition, % at 10 µM; purified mouse IAP, CDP-Star luminescence, 30 min; intestinal alkaline phosphatase [Mus musculus];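 active means inhibition of at least 40% at 10 µM in the primary screen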;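 further: plate controls were DMSO with enzyme for no effect and no enzyme wells for full effect; values of inactives mirror those of a sister screen read the other way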
hIAP block: human IAP inhibitors, primary screen, biochemical, luminescence, uHTS | inhibition, % at 10 µM | 330,000 tested, 0.12% active | AID 2544, 2010 | Intestinal-type alkaline phosphatase (Homo sapiens), P09923 | purified IAP, CDP-Star luminescence, 30 min;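 active means inhibition reaching a set limit with compound at 10 µM in the primary screen, cut at about 35% in these data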;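 further: plate controls were DMSO wells with enzyme for no effect and no-enzyme buffer wells for full effect; values of inactives mirror those of a sister screen read the other way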
mIAP activ: activators of mouse IAP, primary screen, biochemical, luminescence, uHTS | muIAP, CDP-Star luminescence, 30 min; stronger effect = higher value; 1 = vehicle-only enzyme signal, 0 = enzyme-free wells | activation factor at 10 µM | 330,000 tested, 0.24% active;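 active means activation factor of at least 2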; further: the source names both 10 and 20 µM as test concentration; values of inactives mirror those of a sister screen read the other way
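Assay system: mouse IAP enzyme; reagent: chemiluminescent substrate CDP-Star; dosing: test compounds delivered from DMSO solution; schedule: 30 min at room temperature; measured by: luminescence from enzymatic CDP-Star hydrolysis; controls: DMSO-only wells and no-enzyme negative control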
tim10-1 inh: growth inhibitors of tim10-1 mutant yeast, primary screen, luminescence, uHTS; S. cerevisiae tim10-1 ts strain growth, BacTiter-Glo, 24 h; inhibition, % at 20 µM; 330,000 tested, 2.2% active; AID 463190, 2010;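 active means inhibition of at least 40%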;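 further: mutant grown at 25 °C; 0% = DMSO wells with yeast and 100% = wells holding no yeast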
Active calls of the source: *; x = no result given.

compound	TIM10 inh	mIAP inh	hIAP act	tim10-1 inh	Apaf-1 inh	hIAP block	mIAP activ	NLRP3 yeast inh	ATG4B inhibitor
Cc1cc(S(=O)(=O)NC2CC(C)(C)NC(C)(C)C2)c(Cl)cc1Cl	-14	1	0.7	-33	-1	30	0.99	14	-3
COc1ccc(S(=O)(=O)N2CCOCC2)cc1C(=O)N1CCCCC1	7	1	0.8	-8	-4	20	0.99	4	2
CC(=O)N1CCc2cc(S(=O)(=O)Nc3cccc(C(F)(F)F)c3)ccc21	13	9	0.94	24	9	6	0.91	14	-20
COc1ccc(C(=O)NCC(=O)N2CCC3(CC2)NCCc2[nH]cnc23)cc1	2	-6	1	-16	7	-2	1.1	11	1
C[C@H](CO)N1C[C@H](C)[C@@H](CN(C)S(=O)(=O)c2cccs2)Oc2ccc(NC(=O)Cc3ccccc3)cc2C1=O	0	-18	0.96	-3	13	4	1.2	9	-13
Cc1cc(C(=O)NCCCn2ccnc2)sc1-c1ccccc1	11	4	0.95	17	2	5	0.96	1	-4
O=C(OCCN1CCN(c2ncc(C(F)(F)F)cc2Cl)CC1)c1ccc(Cl)cc1	9	-6	0.98	13	26	2	1.1	-3	-2
CC(C)c1cccc(-c2ccc3c(c2)S(=O)(=O)c2cccc(C(=O)NC4CCCC4)c2C3=O)c1	5	7	0.96	-6	-5	4	0.93	8	4
OCCC1CN(C2CCN(c3ccccc3)CC2)CCN1Cc1ccc(F)c(F)c1 (stereo not given)	-9	0	1.2	-2	0	-15	1	7	12
NC(=O)NCC(=O)N1CCN(S(=O)(=O)c2ccc(Cl)s2)CC1	-7	-12	0.99	-6	-3	1	1.1	12	1
CCn1c(=O)c2ccccc2n2c(SCC(=O)NCc3cccs3)nnc12	-5	0	0.91	-2	-13	9	1	-2	4
N#Cc1ccc(Cn2c(=O)c(C#N)c3n(c2=O)CCC3)cc1	-13	-5	1.1	4	11	-9	1.1	14	1
COC(=O)c1c(NC(=O)COC(=O)C2CCC2)sc(C)c1C	11	6	0.98	26	21	2	0.94	17	3
CC1CCCC(NC(=O)NC(=O)COC(=O)c2ccc(O)cc2O)C1C (stereo not given)	17	20	0.97	10	1	3	0.8	6	-11
O=C(O)C1CCCN(S(=O)(=O)c2ccccc2)C1 (stereo not given)	8	-6	1.1	18	-2	-6	1.1	3	7
CSc1nc(Cc2ccccc2)nc2ccccc12	21	1	1.5	-3	6	-50	0.99	28	-7
COc1ccc(OC)c(NC(=O)C(=O)NNC(=O)C23CC4CC(CC(C4)C2)C3)c1	9	4	1.1	17	-7	-6	0.96	17	-2
CCOC(=O)C1=CN(Cc2cccc(F)c2)S(=O)(=O)N(CC)C1c1ccc(C(F)(F)F)cc1 (stereo not given)	-5	2	x	14	18	x	0.98	x	2
CN(C(=O)Nc1cnccc1C(F)(F)F)C1CCCCC1	-9	-11	0.96	-10	1	4	1.1	0	1
Cc1ccc(Cl)cc1NC(=O)COC(=O)c1ccccc1O	-32	7	1	3	-3	-2	0.93	10	7

Continued; it opens with the 2 that closed the last part.
compound	TIM10 inh	mIAP inh	hIAP act	tim10-1 inh	Apaf-1 inh	hIAP block	mIAP activ	NLRP3 yeast inh	ATG4B inhibitor
CN(C(=O)Nc1cnccc1C(F)(F)F)C1CCCCC1	-9	-11	0.96	-10	1	4	1.1	0	1
Cc1ccc(Cl)cc1NC(=O)COC(=O)c1ccccc1O	-32	7	1	3	-3	-2	0.93	10	7
O=C(Nc1ccccc1)c1ccc(S(=O)(=O)NCc2cccnc2)cc1	-4	6	0.82	-6	1	18	0.94	7	5
CC(C)C(C)N(Cc1ccc(C(=O)O)cc1)C(=O)c1ccc2ccccc2n1 (stereo not given)	12	3	1.3	2	-7	-26	0.97	7	-5
COc1ccc2nc(NC3=NC(C(=O)Nc4ccc(C)cc4)CC(=O)N3)nc(C)c2c1 (stereo not given)	0	2	1.4	11	-3	-39	0.98	-8	x
Cc1ccc(S(=O)(=O)N(C)c2ccc(OCC(=O)Nc3nc(-c4ccccc4)cs3)cc2)cc1	10	-10	0.89	10	3	11	1.1	16	-7
Cc1ccc(/C(N)=N/OC(=O)CCC2CCCC2)cc1	63*	-5	0.95	58*	4	5	1	14	1
Cc1cc(C)c(-c2noc(C(=O)OC(C)(C)C)c2C(=O)OC(C)(C)C)c(C)c1	-5	-4	1	24	13	-5	1	-10	2
COc1ccc(C(C(=O)NCC2CCCO2)N(C(=O)c2snc(C(N)=O)c2N)c2ccccc2)cc1OC (stereo not given)	1	3	0.95	-4	3	5	0.97	13	0
CCOc1cc(C2C(C(C)=O)=C(C)Nc3ncnn32)ccc1O (stereo not given)	4	6	0.97	-1	-6	3	0.94	-6	-6
O=C(N/N=C/CCc1ccccc1)c1ccc(CN2c3cccc4cccc(c34)S2(=O)=O)cc1	15	-13	1	34	29	-2	1.1	0	6
COc1cccc(C2=NOC(C(=O)Nc3cccnc3)C2)c1 (stereo not given)	-18	-10	1	-6	-1	-4	1.1	-2	4
CCOC(=O)CC(/C(C)=N\O)c1ccccc1 (stereo not given)	-14	-7	0.92	15	1	8	1.1	9	4
CCOc1ccc(CCNC(=O)COC(=O)c2nccnc2N)cc1OCC	0	8	0.96	-11	4	4	0.92	25	4
O=C(CN1CCOCC1)Nc1nc(-c2ccc3c(c2)CCN3S(=O)(=O)c2ccccc2)cs1	2	8	1.2	15	20	-18	0.92	-6	-9
CCOc1ccccc1C(=O)NCCNC(=O)c1ccccc1OCC	11	4	1	16	-2	0	0.96	10	-2
Cc1cc2nc(CCl)cc(=O)n2[nH]1	-10	5	0.95	-5	10	5	0.95	-5	4
COc1ccc(CNS(=O)(=O)c2ccc(-c3ccc(=O)[nH]n3)o2)cc1	4	-1	1	-14	-1	-2	1	18	-1
Cc1onc(-c2ccccc2Cl)c1C(=O)NC(=S)Nc1ccc(C(C)(C)C)cc1	16	23	1.1	17	-12	-6	0.77	33	-2
Cc1nc2ccccc2c(=O)n1NC(=O)c1ccco1	0	-1	0.88	0	-3	12	1	14	0
O=C(CCCC1=NS(=O)(=O)c2ccccc2N1)N1CCN(c2ccc([N+](=O)[O-])cc2)CC1	-6	12	1	5	6	-2	0.88	12	-15
CC1(C)CC(=O)C(C(C2=C(O)CC(C)(C)CC2=O)c2ccco2)C(=O)C1 (stereo not given)	-7	-2	1	10	9	0	1	23	1

(continued)
compound	TIM10 inh	mIAP inh	hIAP act	tim10-1 inh	Apaf-1 inh	hIAP block	mIAP activ	NLRP3 yeast inh	ATG4B inhibitor
CC(C)(C)c1cc(NCc2ccccn2)n2ncc(-c3ccc(Cl)cc3)c2n1	3	-10	1.2	-5	27	-15	1.1	12	-9
CC(OC(=O)CCOc1ccccc1)C(=O)NC1CC1 (stereo not given)	-4	3	0.86	1	-4	14	0.97	8	1
COc1ccc(NC(=S)N2CCN(C(=O)C3CCCO3)CC2)c(OC)c1 (stereo not given)	9	-8	1.1	11	2	-10	1.1	28	1
CCOC(=O)C1(CCCc2ccccc2)CCN(C(=O)c2cnc(C)cn2)CC1	32	1	1.1	23	5	-10	0.99	10	-4
Cc1cccc(NC(=O)COC(=O)C2C3CC4OC(=O)C2C4C3)c1C (stereo not given)	6	3	1	23	-1	-2	0.97	-3	1
CCc1cc(=O)oc2c(C)c(OCC(=O)N3CCC[C@@H]3C(=O)O)ccc12	1	2	1.1	-11	-3	-8	0.97	23	5
O=C(c1ccc(Br)cc1)C1CCc2occc2C1=O (stereo not given)	-2	4	0.92	-1	11	8	0.96	3	2
O=C(Cc1ccccc1)Nc1ccccc1C(=O)N1CCCCCC1	-1	1	0.88	25	-1	12	0.99	5	4
COC(=O)/C(=C\Nc1ccc(OC)cc1)NC(=O)c1ccc(Cl)cc1Cl	14	2	0.99	21	8	1	0.98	16	-5
Cc1nnc(SCc2cnc(-c3ccccc3)o2)[nH]c1=O	-6	19	1	8	-2	-4	0.81	7	1
COc1ccc(CNc2nc3nc(C)c(Cl)c(C)n3n2)cc1OC	4	3	1	31	9	0	0.97	10	0
Cc1c(NC(=O)CSc2nnnn2-c2ccc(C(=O)O)cc2)c(=O)n(-c2ccccc2)n1C	5	3	1	10	-9	-4	0.97	7	10
C[C@@H]1CN([C@H](C)CO)C(=O)c2cc(NS(=O)(=O)c3cccs3)ccc2O[C@H]1CN(C)Cc1ccccc1	3	-2	1.2	8	-1	-20	1	-4	-18
O=C(c1ccc(NS(=O)(=O)c2ccc(F)cc2)cc1)N1CCOCC1	2	-2	1.1	-6	2	-8	1	8	-10
O=C(COC(=O)/C=C/c1cccc(C(F)(F)F)c1)NC(=O)NCc1ccco1	12	6	0.98	5	18	2	0.94	8	0
COc1ccc(NC(=O)CN(C)C(=O)CSCC(=O)Nc2ccc(C)cc2)cc1	7	3	1.1	20	8	-14	0.97	4	1
COc1ccc(-n2c(=O)[nH]c3cc(C(=O)NCCc4ccc(OC)c(OC)c4)ccc3c2=O)c(OC)c1	-4	9	1.1	8	29	-7	0.91	13	5
COc1ccc2cc(C#N)c(N3CCN(C(=O)c4ccccc4C)CC3)nc2c1	32	3	0.91	23	9	9	0.97	14	-15
COC(=O)Cc1ccc(NC(=S)NCCSc2ccc(C)cc2)cc1	55*	-69	0.99	39	11	1	1.7	24	-3
O=C(CSc1nc2cc(Cl)ccc2o1)Nc1ccc(N2CCOCC2)cc1	8	5	0.94	29	-6	6	0.95	2	4

(more compounds)
compound	TIM10 inh	mIAP inh	hIAP act	tim10-1 inh	Apaf-1 inh	hIAP block	mIAP activ	NLRP3 yeast inh	ATG4B inhibitor
Cc1c(NC(=O)c2cc(-c3ccc4c(c3)OCO4)on2)c(=O)n(-c2ccccc2)n1C	-10	6	0.93	2	-9	7	0.94	9	-5
CC(C)(C)c1csc(NC(=O)Cc2ccc(S(=O)(=O)N3CCOCC3)s2)n1	15	3	1	20	-2	-2	0.97	25	-19
Cc1ccc(S(=O)(=O)N(C)C)cc1NC(=O)C(C)OC(=O)C1CCCC1 (stereo not given)	9	-2	1.1	4	0	-5	1	15	2
O=C(C=C1CCN(c2ncc(C(F)(F)F)cc2Cl)CC1)NNC(=O)Nc1ccccc1	1	0	0.82	6	3	18	1	0	-9
Cc1ccc(OCC(O)Cn2c(=N)n(Cc3ccccc3)c3ccccc32)cc1 (stereo not given)	21	3	1	28	2	0	0.97	1	6
CCn1c(NC(=O)c2cccs2)nc2ccccc21	-27	1	1.3	1	0	-30	0.99	26	-1
COc1ccc(-n2c(Cc3cc(=O)[nH]c(=O)[nH]3)nnc2SCC(=O)NC2CCCC2)cc1	9	-6	0.98	9	1	2	1.1	0	4
O=C1OC(N2C(=O)CC[C@H]2C(=O)Nc2cccc(F)c2)c2ccccc21 (stereo not given in full)	-1	-2	0.97	-2	3	3	1	0	-11
